Screening data deposited in PubChem BioAssay by The Scripps Research Institute Molecular Screening Center.
CHRM4 agonist – agonists of human muscarinic M4 receptor (CHRM4) | P08173 | CHO-K1 hM4/Gqi5, Fluo-8 calcium fluorescence; vehicle 0%, full acetylcholine response 100% | activation, % at 3 µM | 360,000 tested, 0.14% active;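 active = activation above the run mean over all test wells plus 3 SD, cut at about 32% in these data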;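 note: peak over basal fluorescence ratio per well then scaled between controls; 0% = DMSO wells and 100% = acetylcholine at EC100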
Target sequence (P08173 whole entry, looked up): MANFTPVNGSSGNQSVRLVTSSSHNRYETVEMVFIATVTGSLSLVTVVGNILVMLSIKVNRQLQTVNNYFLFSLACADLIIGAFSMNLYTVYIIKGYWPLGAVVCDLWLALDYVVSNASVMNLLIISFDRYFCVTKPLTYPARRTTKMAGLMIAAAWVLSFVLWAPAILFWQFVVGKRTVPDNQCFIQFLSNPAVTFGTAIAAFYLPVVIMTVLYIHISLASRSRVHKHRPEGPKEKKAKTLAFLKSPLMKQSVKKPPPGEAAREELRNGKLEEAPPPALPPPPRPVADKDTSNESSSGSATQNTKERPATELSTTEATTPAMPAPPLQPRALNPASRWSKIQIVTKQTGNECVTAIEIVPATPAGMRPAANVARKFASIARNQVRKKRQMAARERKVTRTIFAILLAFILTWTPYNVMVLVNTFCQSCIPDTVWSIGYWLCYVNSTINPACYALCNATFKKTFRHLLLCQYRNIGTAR
M1 PAM – positive allosteric modulators of human M1 muscarinic receptor; CHO-K1 hM1, Fluo-8 calcium fluorescence, ACh EC20; 0% = ACh EC20, 100% = maximal ACh; activation, % at 3 µM; 360,000 tested, 0.088% active; in the data active = activation above about 19%, passing the limit was not always enough
CHO-K1 Ca antag – nonselective inhibitor or artifact in parental CHO-K1 cells | ATP-induced calcium, Fluo-8 fluorescence | inhibition, % at 3 µM | 360,000 tested, 0.6% active;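 active = inhibition above a per-plate cutoff, the plate's mean sample inhibition plus 3 SD, cut at about 24% in these data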;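 note: 0% = DMSO plus EC80 ATP and 100% = DMSO alone without ATP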
CHRM4 antagonist – blocks acetylcholine activation of human M4 receptor. P08173. CHO-hM4 cells, ACh EC80, Fluo-8 calcium fluorescence. inhibition, % at 3 µM. 360,000 tested, 0.73% active;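 active = inhibition above its plate's cutoff, the mean inhibition of sample wells plus 3 SD, cut at about 27% in these data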;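 note: 0% = acetylcholine EC80 with DMSO and 100% = DMSO without agonist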
CHRM1 antagonist – blocks human M1 muscarinic receptor; P11229; CHO-K1 hM1, Fluo-8 calcium fluorescence, ACh EC80 antagonist; inhibition, % at 3 µM; 360,000 tested, 1.3% active; AID 588852;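 active = percent inhibition above its own plate's cutoff, namely the mean of that plate's compound wells plus 3 SD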;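 note: peak over basal fluorescence ratio during 140 s after agonist addition; 0% = ACh EC80 plus DMSO and 100% = DMSO alone without agonist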
CHO parental Ca – counter-screen for OX1R antagonists: effect in parental CHO cells; parental CHO-K1, ATP-induced calcium, Fluo-8 fluorescence; inhibition, % at 5.6 µM; 330,000 tested, 0.63% active; AID 463079;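 active = inhibition above that plate's mean sample inhibition plus 3 SD, cut at about 26% in these data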;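 note: 0% = ATP-challenged DMSO wells and 100% = DMSO wells without ATP; some compounds past the cut are filed as inactive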
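Assay system: untransfected parental CHO cell line. Also added: ATP agonist challenge. Dosing: one dose, 5.6 µM nominal. Measured by: Fluo-8 fluorescence. Read-out: % inhibition. Benchmarks: ATP wells versus no-ATP DMSO wells. Repeats: no replicates.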
CHO-K1 Ca ag – nonselective activator or artifact in parental CHO-K1 cells; Fluo-8 calcium fluorescence; scaled to maximal ATP response, vehicle zero; AID 602248; 360,000 tested, 0.48% active; activation, % at 3 µM; in the data active = activation above about 15%;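 note: untransfected CHO-K1 host cells lacking M1 receptor as counterscreen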
OXTR potentiator – human OXTR potentiation; 320,000 tested, 0.061% active; activation, % at 3 µM; CHO-OTR cells, Fluo-8 calcium fluorescence, potentiator mode; 0% = oxytocin EC15, 100% = EC100; P30559;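 active = activation above that plate's cutoff, the mean activation of tested compounds plus 3 SD, cut at about 6.6% in these data, passing the limit was not always enough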;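 note: 100% uses oxytocin at 75 nM as the full agonist control; some results filed as inactive read as strong as hits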
Target sequence (P30559 whole entry, looked up): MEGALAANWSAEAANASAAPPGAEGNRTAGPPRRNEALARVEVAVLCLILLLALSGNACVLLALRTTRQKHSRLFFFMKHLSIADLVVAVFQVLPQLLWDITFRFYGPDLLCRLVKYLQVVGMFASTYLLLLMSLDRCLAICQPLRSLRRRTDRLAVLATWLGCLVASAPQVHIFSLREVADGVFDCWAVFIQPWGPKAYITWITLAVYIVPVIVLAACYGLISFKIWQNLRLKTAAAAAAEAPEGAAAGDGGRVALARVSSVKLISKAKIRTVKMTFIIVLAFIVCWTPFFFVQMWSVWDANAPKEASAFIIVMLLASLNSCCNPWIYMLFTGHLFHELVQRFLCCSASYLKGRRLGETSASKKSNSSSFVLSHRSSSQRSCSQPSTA
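Dosing: Single dose, 3.0 µM nominal final compound concentration | Material: Human OTR in CHO cells | Technique: Kinetic Fluo-8 calcium fluorescence | Benchmarks: EC15 oxytocin alone as 0%, 75 nM oxytocin as 100% | Probe or stimulus: Oxytocin at about EC15, sub-maximal agonist stimulus | Incubation: Compound 6 min at room temperature before oxytocin, 100 s read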
CHRM1 agonist – activates human CHRM1 receptor. P11229. CHO-K1 hM1, Fluo-8 calcium fluorescence, agonist mode; 0% DMSO, 100% acetylcholine EC100. activation, % at 3 µM. 360,000 tested, 0.33% active. AID 588814;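 active = activation above the run's mean compound activation plus 3 SD, cut at about 16% in these data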;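 note: peak over basal fluorescence ratio within a 140 s kinetic read after compound addition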
Active calls of the source: *; nt = no result given.

SMILES	CHRM4 agonist	M1 PAM	CHO-K1 Ca antag	CHRM4 antagonist	CHRM1 antagonist	CHO parental Ca	CHO-K1 Ca ag	OXTR potentiator	CHRM1 agonist
Cc1ccnc(NC(=O)c2cccc(S(=O)(=O)N3CCCC3)c2)c1	1	-6	-4	-5	22	-9	0.8	1	-4
Cc1cccc(/C=N/NC(=O)c2ccccc2OCc2cccc(Br)c2)n1	14	-6	-22	-15	6	-33	5.5	-11	-7
COc1ccc(CN2C(=O)c3ccccc3C2C(=O)NCCc2ccccc2)c(OC)c1 (stereo not given)	3	13	-9	5	-14	-14	0.5	-7	0
Cc1ccc(N2C(=O)CC(Nc3ccccc3)C2=O)cc1 (stereo not given)	2	5	-20	-2	-15	-3	1.0	-5	-2
Cc1cc(NC(=O)CCC(=O)N(c2ccccc2)C(C(=O)NC2CCCC2)c2ccccc2C)no1 (stereo not given)	1	0	6	8	2	-15	-0.1	-2	-5
COc1ccc(CNC(=O)c2ccc3nc(C)c(N(C)Cc4ccc(NC(C)=O)cc4)n3c2)cc1	9	-8	2	-11	14	nt	2.5	nt	-5
O=[N+]([O-])c1ccc(Cl)c(S(=O)(=O)NCC2CCCO2)c1 (stereo not given)	0	7	-7	1	-16	-1	0.3	-3	-6
Nc1nc2c(C(=O)N3CCOCC3)nnn2c2ccccc12	0	13	-5	0	-13	5	0.2	-1	1
CN(C)c1ccc(/C=C2\N=C(C(C)(C)C)OC2=O)cc1	1	7	0	-2	-15	-3	0.4	-13	-1
Cc1cc(Nc2ccc(N3CCOCC3)cc2)c2cccc(C)c2n1	0	5	6	0	-9	-12	-0.6	-6	-7
COc1ccc(CCNC(=O)CSc2nnc3ccc(-c4ccccn4)nn23)cc1	3	-1	10	-8	-1	-2	5.7	3	-5
Cc1ccc(C(=O)NCC(=O)OCc2nnc(-c3ccccc3)o2)cc1	1	13	8	8	-11	-15	0.7	-1	-3
CCOC(=O)c1cccc(NS(=O)(=O)c2cnc[nH]2)c1	0	-6	-4	2	-10	21	-0.2	-4	-2
S=c1[nH]nc(-c2ccco2)n1-c1ccc(Br)cc1	0	9	-8	2	-10	-14	0.7	-3	-1
COc1cc(C#N)ccc1OCC(=O)N1CCc2ccccc2C1	2	13	-7	-4	-9	-13	0.1	-1	0
O=C(COC(=O)C1COc2ccccc2O1)Nc1ccc2c(c1)CCC2 (stereo not given)	0	7	-1	-5	-12	9	0.3	-9	-5
Cc1cccc(C(=O)NCc2nnc(SCc3ccc(F)cc3)n2C)c1	5	3	-5	-13	-10	-16	1.4	-4	-5
O=C(NCC(=O)N1CCCC(C(F)(F)F)C1)c1ccc(Br)o1 (stereo not given)	0	-3	2	-5	8	3	0.7	1	-4
CCOc1ccc(CCNC(=O)c2nnn(CC(=O)Nc3c(C)cc(C)cc3C)c2N)cc1OCC	0	7	-9	6	-11	-12	-0.1	-3	-2
CC1(C)NC(=O)N(CCCCSc2ccc(Cl)cc2)C1=O	6	1	13	4	2	-10	1.9	-4	-1
COCCNC(=S)N/N=C(\C)c1cc2ccccc2o1	2	2	1	0	-3	-14	0.6	1	-5
CCOCCCNC(=O)Cc1ccc(-n2c(CC)nc3cccnc32)cc1	1	0	3	-9	0	nt	5.9	nt	-6
CC(C)(C)CC(C)(C)NC(=S)NC1CCN(Cc2ccccc2)CC1	19	-7	-1	9	12	1	5.8	-9	-4
CCCCCN(C(=O)CCC(=O)OCC(=O)c1ccc(CCC)cc1)c1c(N)n(CCCC)c(=O)[nH]c1=O	-1	10	0	-5	-18	-8	0.3	-11	-2
Cc1nn(-c2ccccc2)c(Cl)c1C(=O)NNC(=O)c1ccncc1	0	5	-14	9	1	-5	0.2	-3	-3
CC(C)(C)c1ccc(C(=O)CSc2nc3ccccc3c(=O)[nH]2)cc1	0	-3	10	3	3	8	0.2	-7	-4
Cc1noc(C)c1S(=O)(=O)N1CCCC(C(=O)NCC2CCCO2)C1 (stereo not given)	0	3	2	4	-15	-6	0.3	-5	-3
C[C@@H]1NC(=O)c2cc([N+](=O)[O-])cc(I)c2OCC[C@@H](C(N)=O)NC(=O)[C@H](CCCCN)NC1=O	2	16	-7	6	-11	-8	0.8	-11	-4
OCCNc1nc(Nc2ccccc2O)nc(N2CCCC2)n1	2	5	-11	8	4	-7	2.2	-11	-4
CC(C)CCNC(=O)C(c1ccc(O)cc1)N(Cc1ccco1)C(=O)CCC(=O)Nc1nccs1 (stereo not given)	1	8	-14	4	-7	-1	2.3	3	-6
CCC(OC(=O)c1nsc(Cl)c1Cl)C(=O)NC(C)(C)C (stereo not given)	1	8	-8	-1	-11	3	-0.5	-10	-2
Cc1cc(C)c(C(N)=O)c(Nc2cccc(Cl)c2)n1	2	-4	3	3	4	-12	-0.1	-3	-4
Cc1ccc(CNc2nc(NCC3CC3)nc3ccsc23)c(C)c1	9	-1	0	10	18	nt	10	nt	3
O=C(NCc1cccs1)C1CCCN1C(=O)Nc1ccccc1Cl (stereo not given)	0	6	-8	-6	-4	-14	0.7	3	-4
CC(C)(C)NCc1ccccc1OCc1cccs1	3	-10	-20	-12	8	-21	0.9	1	-15
Cc1ccc(CNC(=O)[C@@H]2CCC(=O)N2Cc2ccco2)cc1	1	13	-11	-7	-14	-9	0.0	7	-1
COc1ccc(NCc2cc(=O)oc3cc(NC(C)=O)ccc23)cc1	1	7	-3	9	-8	-4	1.3	-10	-2
CC(=O)c1ccc(NC(=O)C2CCCN(S(=O)(=O)c3ccc(-n4cnnn4)cc3)C2)cc1 (stereo not given)	1	10	-10	11	-14	-6	3.4	1	-11
CCOc1cc(C=NNC(=O)N(c2ccccc2)c2ccccc2)ccc1O	1	-6	-3	9	2	nt	1.2	nt	-8
COc1ccc(OC)c(NC(=O)CSc2nc3ccccc3c(=O)n2CCNC(C)=O)c1	1	11	-8	-3	-13	-14	2.4	1	-5
CCN(C[C@H]1N[C@@](C)(C(=O)OC)[C@H]2C(=O)N(C)C(=O)[C@@H]12)C(=O)Nc1ccc(Cl)cc1	2	-10	-14	-1	18	-12	0.1	3	-2
CC(C)Nc1nnc(SCC(=O)Nc2sccc2C#N)s1	2	-3	-19	8	6	-5	1.0	-10	-3
CCc1ccccc1NC(=S)N(CCN1CCCCCC1)Cc1ccco1	0	-9	-1	2	19	-1	0.6	-2	-7
O=C(Nc1ccc(Cl)cc1)Nc1ccc(Oc2cccnc2)nc1	18	-6	7	8	6	4	16*	-14	5
CCOC(=O)Nc1ccc2c(c1)N(C(=O)CCN1CCN(C)CC1)c1ccccc1S2	1	-11	1	5	-20	-13	0.1	-12	12
COc1ccc(-n2c(C)ccc2C)c([N+](=O)[O-])c1	1	11	-19	4	-13	-8	1.0	2	-7
CCOC(=O)CSc1nc2c(sc(=S)n2-c2ccccc2OC)c(=O)n1-c1ccccc1OC	0	-2	-3	-8	-4	-32	-1.4	-10	-6
O=C(NN=Cc1cccc(O)c1O)c1ccccc1	3	13	3	-4	-21	nt	1.9	nt	1
CC(=O)Nc1cc(-c2ccccc2CN(C)C)cn2c(-c3ccc(C(C)=O)cc3)cnc12	2	1	-5	-15	-3	nt	0.6	nt	-4
O=C(Nc1ccc(F)c(Cl)c1)c1cc(C2CCCCN2C(=O)C2CC2)on1 (stereo not given)	3	5	-7	-15	-12	nt	1.7	nt	0

Single values from the list.
`CC(=O)Nc1cc(-c2ccccc2CN(C)C)cn2c(-c3ccc(C(C)=O)cc3)cnc12` | CHRM1 antagonist: -3
`O=C(NN=Cc1cccc(O)c1O)c1ccccc1` | M1 PAM: 13
`CCc1ccccc1NC(=S)N(CCN1CCCCCC1)Cc1ccco1` | CHRM1 agonist: -7

Additional compounds.
SMILES	CHRM4 agonist	M1 PAM	CHO-K1 Ca antag	CHRM4 antagonist	CHRM1 antagonist	CHO parental Ca	CHO-K1 Ca ag	OXTR potentiator	CHRM1 agonist
Cc1cccc(NC(=O)c2cccc(S(=O)(=O)N3CCCCC3)c2)c1	3	0	-18	-7	-8	-16	1.1	1	-7
Cc1ccc(OCC(=O)NCCCNC(=O)c2ccccn2)cc1C	1	2	-14	0	-7	-4	1.3	-5	-6
Cc1ccc2c(Cl)c(C(=O)NCCCN3CCOCC3)sc2c1	3	1	-10	-8	4	nt	0.8	nt	-4
COC(=O)c1ccc(NC(=S)NC2CC2)cc1	0	5	-4	-1	-3	-3	0.1	2	-1
CCOC(=O)C1(CCc2ccccc2)CCN(Cc2ccc(O)cc2)CC1	5	-13	-5	4	22	-17	5.7	-8	-6
CC(=O)Nc1ccc(NC2CCCCC2NS(=O)(=O)c2ccccc2)cc1 (stereo not given)	0	1	-8	4	-1	-15	0.6	-7	-1
O=C(COC(=O)c1cncc(Br)c1)Nc1ccc(F)c(F)c1F	1	7	-10	5	-12	nt	0.9	nt	-6
C[C@H]1COC(=O)[C@@H](Cc2ccc(F)cc2)C/C=C\C[C@H](CC(=O)N(CCO)Cc2ccccc2)C(=O)N1	3	11	-16	-7	-8	-23	-0.1	-6	-2
COc1ccccc1Nc1nc2ccccc2n1C	-1	9	-12	44*	-15	-7	1.0	-5	-11
CCn1cc(C(=O)Nc2sc(C)c(C)c2C(=O)OC)cn1	1	14	-12	0	-18	-7	0.1	-7	-3
C=CCN1CCN(C(=O)CCCc2ccccc2)CC1	0	2	-4	7	1	-3	1.1	-8	-6
S=c1nc[nH]c2c1cnn2Cc1ccccc1	6	-6	-5	8	8	nt	4.0	nt	-1
CC(Sc1nncn1C)C(=O)Nc1nnc(C(C)C)s1 (stereo not given)	0	3	-1	-17	-12	-5	1.0	-4	-5
CCc1ccccc1NS(=O)(=O)c1ccc2[nH]cc(C(=O)NCC3CCCO3)c(=O)c2c1 (stereo not given)	1	-2	7	16	4	-20	-0.2	-2	-3
O=C(OCC(=O)N(C1CCCCC1)C1CCCCC1)c1ccc(O)cc1	1	4	-5	-5	-5	7	0.4	-2	-2
N#CCCOC1(C#CCN2CCCC2)CCCCC1	1	-5	-8	8	9	6	0.9	1	-6
CCCCCCNC(=O)c1ncn[nH]1	15	-4	-5	-16	4	-8	5.1	-3	-2
O=C(Nc1cc(C(F)(F)F)ccc1-n1cncn1)c1cn2ccccc2n1	1	1	-13	15	0	-10	0.8	-10	-4
CN(C)c1ccc(C2Nc3ccccc3C(=O)N2CCN2CCNC2=O)cc1 (stereo not given)	1	5	-13	-5	-17	-3	0.1	-6	0
COc1ccccc1CNC(=O)COC(=O)c1ccc(NC(N)=O)cc1	3	6	1	-4	-40	-16	0.7	0	0
Cn1nc(-c2ccccc2)c(CSc2ccccc2Cl)c1Cl	-1	3	-2	1	-3	-47	-0.1	-16	0

Compounds as they come; any-hit rate near 2.9%.
